Keap1-Nrf2 PPI: Keap1-Nrf2 (human) interaction inhibition; inhibition, % at 9.4 µM; Keap1 Kelch-Nrf2 peptide fluorescence polarization, 1536-well; actives 0.15% (n = 340,000); Q14145; in the data active means inhibition above about 12%;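 further: human Keap1 Kelch domain with fluorescein labeled Nrf2 9mer peptide probe; 0% = neutral control wells and 100% = peptide positive control; higher means more block of Keap1 binding to Nrf2 peptide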
PvdQ acylase: blocks Pseudomonas aeruginosa PvdQ acylase activity; purified PvdQ acylase, fluorescence plate reader; actives 0.063% (n = 340,000); inhibition, % at 10 µM; in the data active means inhibition above about 30%, passing the limit was not always enough;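 further: 0% = vehicle neutral wells and 100% = reference inhibitor wells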
LANA DNA inh: KSHV C-LANA DNA binding inhibition | MBP-C-LANA/FAM-LBS DNA binding, fluorescence polarization | inhibition, % at 9 µM | actives 0.078% (n = 340,000);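 active means highest replicate inhibition at or above 60% at 9 µM, even if other replicates fall short; inactive means all replicates below 60% inhibition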;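 further: 0% = neutral control wells and 100% = 4 µM acridine orange control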
DAGLB inhibitor: diacylglycerol lipase beta (human) inhibition | AID 504411 | actives 0.059% (n = 340,000) | Q8NCG7 | HEK293T DAGLB membrane lysate, EnzChek fluorogenic substrate | inhibition, % at 5.17 µM; in the data active means inhibition above about 34%;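 further: 0% = enzyme with vehicle and 100% = wells lacking enzyme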
PKA-R2B act: activators of human PKA-R2B complex; AID 504700; PKA-R2B holoenzyme dissociation, Cy5-IP20 fluorescence polarization; R2B truncated from residue 108, S112A mutant; 0% DMSO only, 100% 113 µM cGMP; activation, % at 11.4 µM; actives 0.079% (n = 340,000); P22694+P31323;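 active means activation above a cutoff set at the mean over all compounds plus 3 SD, cut at about 18% in these data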;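 further: higher means more holoenzyme dissociation and a rise in polarization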
Target sequence (P31323 whole entry, looked up, other chains not shown, the tested form may be a part): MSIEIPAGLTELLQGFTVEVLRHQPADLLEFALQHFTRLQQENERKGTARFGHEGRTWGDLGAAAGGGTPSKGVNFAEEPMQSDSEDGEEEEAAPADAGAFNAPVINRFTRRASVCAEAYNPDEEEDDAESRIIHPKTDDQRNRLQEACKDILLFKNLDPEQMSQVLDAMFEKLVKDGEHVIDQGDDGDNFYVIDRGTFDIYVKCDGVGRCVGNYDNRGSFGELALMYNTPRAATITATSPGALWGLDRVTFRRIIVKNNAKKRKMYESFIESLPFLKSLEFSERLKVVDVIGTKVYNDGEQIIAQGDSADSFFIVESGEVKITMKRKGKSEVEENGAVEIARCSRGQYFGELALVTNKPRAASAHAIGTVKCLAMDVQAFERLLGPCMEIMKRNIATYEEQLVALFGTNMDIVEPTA
SR-BI DiI inh: mouse SR-BI HDL lipid transfer inhibition | AID 488896 | Q61009 | ldlA[mSR-BI] CHO cells, DiI-HDL uptake fluorescence, 3 h | actives 0.96% (n = 320,000) | inhibition, % at 12.5 µM;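 active means mean replicate inhibition of at least 70% and a set share of replicates each scoring 70 or more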;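 further: 0% = median of neutral control wells and 100% = median of positive control wells; values of inactives mirror those of a sister screen read the other way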
Target sequence (Q61009 whole entry, looked up): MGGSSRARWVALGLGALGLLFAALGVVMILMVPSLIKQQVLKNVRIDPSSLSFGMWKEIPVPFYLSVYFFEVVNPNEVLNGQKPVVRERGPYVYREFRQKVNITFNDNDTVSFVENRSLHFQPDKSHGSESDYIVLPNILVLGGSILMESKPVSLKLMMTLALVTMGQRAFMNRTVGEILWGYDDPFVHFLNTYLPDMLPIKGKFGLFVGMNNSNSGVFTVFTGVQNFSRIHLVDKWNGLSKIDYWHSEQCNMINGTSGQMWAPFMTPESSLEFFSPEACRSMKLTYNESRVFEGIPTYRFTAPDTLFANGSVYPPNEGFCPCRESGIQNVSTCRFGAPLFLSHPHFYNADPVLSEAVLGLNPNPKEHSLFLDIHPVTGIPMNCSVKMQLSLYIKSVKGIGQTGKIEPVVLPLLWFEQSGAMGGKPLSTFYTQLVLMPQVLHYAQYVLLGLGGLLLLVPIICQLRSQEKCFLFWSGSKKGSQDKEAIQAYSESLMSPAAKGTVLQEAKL
NSD2 inh: NSD2 (human) methyltransferase inhibition; O96028; NSD2 peptide methylation, AlphaScreen, 120 min; inhibition, % at 12.5 µM; actives 0.54% (n = 310,000); in the data active means inhibition above about 50%
SR-BI DiI-HDL act: SR-BI HDL lipid transfer activation; CHO ldlA[mSR-BI] cells, DiI-HDL uptake fluorescence, 3 h; 100 = double the neutral-control signal; activation, % at 12.5 µM; actives 0.096% (n = 320,000);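 active means mean replicate activation of at least 60% and every replicate at or above 60%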;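 further: 0% = median plate neutral-control signal and 100% = twice that signal; values of inactives mirror those of a sister screen read the other way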
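Assay system: LDL receptor-deficient CHO ldlA cells overexpressing murine SR-BI / Medium: BSA-supplemented, HEPES-buffered Ham's F12, pH 7.4 / Probe or stimulus: DiI-labelled HDL at 10 µg/mL final / Timing: compound with DiI-HDL co-incubation, 3 h at 37 °C / Technique: bottom-read cell fluorescence after medium removal, ex 550/em 595 nm / Measure: HDL uptake via cellular fluorescence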
Arr AP2 block: blocks beta-arrestin peptide binding to AP2 adaptin; FITC-arrestin peptide / GST-AP2 beads, flow cytometry; AP2 beta2 appendage carries R879A mutation; actives 0.31% (n = 340,000); AID 504490; inhibition, % at 10 µM;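 active means inhibition above a set limit, near 3 SD of compounds lacking own fluorescence, cut at about 54% in these data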;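 further: plate controls were DMSO wells for no effect and 5 µM unlabelled arrestin peptide for full effect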
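System: GST-tagged AP2 beta2-adaptin appendage (R879A) on 4 µm glutathione beads / Reagent: FITC-arrestin peptide, 50 nM / Detection: HyperCyt-sampled flow cytometry, FL1 channel, ex 488/em 535 nm / Timing: 12 min plus 1 h, RT / Buffer or medium: PBS plus Tween 20 (0.05%) and BSA (0.1%)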
Cardiac RTF inh: cardiac RTF calcium desensitization; actives 0.12% (n = 340,000); IANBD-labeled cardiac RTF, Ca2+ fluorescence; inhibition, % at 7.15 µM; AID 493244;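 active means inhibition above the mean inhibition of all tested compounds plus 3 SD, cut at about 17% in these data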;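 further: assay run at fixed EC70 calcium of 1.6 mM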
* = called active by the depositor; . = not tested or not shown.

molecule	Keap1-Nrf2 PPI	PvdQ acylase	LANA DNA inh	DAGLB inhibitor	PKA-R2B act	SR-BI DiI inh	NSD2 inh	SR-BI DiI-HDL act	Arr AP2 block	Cardiac RTF inh
CCOc1cccc(/C=C2/NC(=O)N(CC(=O)Nc3cccc(C)c3)C2=O)c1O	-5	11	-2.3	-7	-11	6	-6	-6	17	-8
COc1ccc(/C=N/NC(=O)CCn2nc(C)cc2C)cc1O	3	2	-0.3	1	1	.	-3	.	26	1
CCCCn1c(SCC(=O)c2ccccc2)nc2ccsc2c1=O	-3	-8	2.8	-7	-7	31	-1	-31	3	3
C=CCSc1nc2c(c(=O)[nH]c(=O)n2C)n1C(C)C	2	4	1.7	-4	-12	-8	-1	8	26	13
Cc1ccc(OCCNC(=O)c2ccc3ccccc3n2)cc1	-1	2	0.6	-14	7	.	-2	.	25	-22
CCCCC(=O)Nc1cc(C)c2c(=O)oc3ccccc3c2n1	2	-7	-0.6	-3	-12	37	1	-37	10	-6
Fc1ccccc1Nc1n[nH]c(=S)s1	-4	7	0.4	-1	13	-15	-1	15	11	0
O=C(CCC1CCCC1)N1CCN(C(=O)C2CC2)CC1	1	-10	-1.2	-2	5	-12	25	12	-4	-7
CC1CC2(C)C(=CC1=O)CCC1C2C(O)CC2(C)C1CCC2(O)C(=O)CO (stereo not drawn)	-2	-4	-0.4	1	-1	10	-1	-10	0	-3
CCOc1cc(C(=O)N(C)Cc2cc3ccccc3[nH]c2=O)cc(OCC)c1OCC	4	-4	0.9	-5	11	-3	1	3	-5	-4
COCCn1c(SCc2ccc(C(=O)OC)o2)nc2ccccc2c1=O	1	-3	0.0	-2	3	-2	2	2	1	13
CC(=O)Oc1c(C)c(C)c2c(c1C)CC[C@@](C)(CCC[C@H](C)CCC[C@H](C)CCCC(C)C)O2	4	-4	-0.3	0	-9	6	.	-6	-5	-15
C#Cc1cccc(-n2nnc(C(=O)OC)c2-c2ccccc2)c1	-3	-9	-1.0	1	-3	15	1	-15	15	-1
N=c1oc2cc(O)ccc2cc1C(=O)Nc1ccc(Cl)cc1	-5	-11	2.2	0	-7	2	-8	-2	3	-17
Cc1cc(S(=O)(=O)Nc2c(C)nc3nc[nH]n3c2=O)ccc1F	-3	3	-2.9	-1	5	-11	-3	11	36	1

Remaining list, next part.
molecule	Keap1-Nrf2 PPI	PvdQ acylase	LANA DNA inh	DAGLB inhibitor	PKA-R2B act	SR-BI DiI inh	NSD2 inh	SR-BI DiI-HDL act	Arr AP2 block	Cardiac RTF inh
CC(=O)Nc1ccc(S(=O)(=O)Nc2cc(C)cn(Cc3ccccc3)c2=O)cc1	-5	18	3.2	-2	-3	.	3	.	13	7
FC(F)(F)c1cc(CCN2CCNC[C@H]2Cc2cccc3ccccc23)cc(C(F)(F)F)c1	-5	-11	-0.3	-5	-7	-41	.	41	4	-13
O=C1OCCC1Sc1nc2ccccc2c(=O)n1Cc1ccc(F)cc1 (stereo not drawn)	-2	-2	0.6	-3	-9	-2	4	2	15	-9
O=C(NC(=O)c1ccccc1)NC(=O)c1ccccc1	-3	2	1.8	0	6	-10	-2	10	-2	3
COc1cc(NS(=O)(=O)c2ccc(N/C=C\C(=O)c3ccc(OC)c(OC)c3)cc2)nc(OC)n1	-2	-10	-1.6	1	-5	-9	4	9	-7	7
Cc1cc(C)n2nc(SC(C)C(=O)N3CCOCC3)nc2n1 (stereo not drawn)	-3	-11	-1.9	0	0	-17	-3	17	-3	-15
O=[N+]([O-])c1ccccc1/C=N/Nc1nc(N2CCCC2)nc(N2CCCC2)n1	-4	-14	2.7	-2	-7	54	4	-54	11	-5
Cc1cnc(C(=O)Nc2ccccc2-n2cccc2)cn1	-4	-10	0.8	-7	-1	26	6	-26	13	-8
COc1ccc(C(=O)NCC(=O)N2CCCC(C)C2)cc1OC (stereo not drawn)	5	5	1.4	0	2	-10	1	10	1	-1
CC(C)(C)NS(=O)(=O)c1ccc(NC(=O)CS(=O)(=O)Cc2ccccc2)cc1	3	0	0.4	-7	-10	-17	-2	17	23	2
CN1CCc2c(sc3c2c(NCc2ccco2)nc2nnnn23)C1	-4	-13	-0.8	-2	2	-1	.	1	-12	-7
COc1ccnc(Oc2ccccc2)c1C(=O)N/C=N/OCc1ccccc1F	-3	-9	0.7	-4	-1	-7	-2	7	-44	-4
CCCn1nc(C(=O)N2CCN(c3ccccn3)CC2)c2ccccc2c1=O	-3	-3	1.8	-2	2	-3	3	3	5	-19
Cc1cc(Br)ccc1NCc1ccccn1	-2	4	-0.1	3	-10	13	3	-13	6	-5
COc1ccc(C(=O)Nc2ccc3[nH]ncc3c2)cc1	0	-1	-1.5	0	-2	19	1	-19	-9	5

Other results follow:
molecule	Keap1-Nrf2 PPI	PvdQ acylase	LANA DNA inh	DAGLB inhibitor	PKA-R2B act	SR-BI DiI inh	NSD2 inh	SR-BI DiI-HDL act	Arr AP2 block	Cardiac RTF inh
CN(C)S(=O)(=O)N1CCN(c2cc(Cl)ccc2Cl)CC1	-5	22	-0.4	-7	4	7	-5	-7	9	-3
CCCCN1CC(=O)N2[C@H]3c4ccccc4OC[C@@H]3[C@H](C(=O)OCC)[C@]2(C)C1=O	0	-12	2.9	2	-5	5	.	-2	0	1
Cc1onc(-c2c(F)cccc2Cl)c1C(=O)NC(C)c1ccccc1 (stereo not drawn)	-2	3	1.0	1	-5	.	1	.	10	-3
O=C(CCCC(=O)N/N=C/c1ccccc1C(=O)O)N/N=C/c1ccccc1C(=O)O	-3	-17	0.8	-4	-1	.	-7	.	1	-15
O=[N+]([O-])c1cc(C(F)(F)F)ccc1SCC(O)CO (stereo not drawn)	-2	11	2.1	-4	10	-18	6	18	-3	-1
COc1cc2c(cc1OC)C1(CCCC1)CNC2C (stereo not drawn)	-7	-13	1.5	0	5	8	2	-8	-2	-12
CO[C@@]1(NC(=O)C2SC(=C(C(N)=O)C(=O)O)S2)C(=O)N2C(C(=O)O)=C(CSc3nnnn3C)CS[C@@H]21 (stereo partly drawn)	4	1	3.8	1	9	-10	.	10	19	-2
c1ccc2c(-c3csc(-c4ccncc4)n3)c[nH]c2c1	-1	-2	0.9	0	-5	17	-3	-17	-4	5
CCOC(=O)C1=C(CC)Nc2ccccc2N=C1NC(=O)CCN1C(=O)C2CCCCC2C1=O (stereo not drawn)	-5	-23	-0.3	-1	-7	0	-1	0	-14	-10
COc1cccc(CNC(=O)CCS(=O)(=O)c2cc3c(cc2C)NC(=O)CO3)c1	-7	-26	0.1	3	-15	2	.	-2	-1	-8
CC1CCCCN1S(=O)(=O)c1ccc(C(=O)Nc2ccccc2-c2nc3ccccc3s2)cc1 (stereo not drawn)	-1	-12	-0.7	-4	-9	-7	.	7	-7	-4
Nc1ccc(S(=O)(=O)c2ccc(N)c(N)c2)cc1	-2	2	-0.9	-2	-4	-4	1	4	12	-1
CC(C)OCCCNC(=O)c1ccc(Br)cc1	7	5	-0.5	-6	0	-30	-1	30	21	0
CC(Oc1ccc(Cl)cc1)C(=O)N(C)CC(=O)Nc1ccc(N2CCOCC2)cc1 (stereo not drawn)	-8	-13	-1.2	0	4	-15	-1	15	0	-4
O=C1c2cccc3cccc(c23)C(=O)N1c1nncs1	-6	-8	0.1	1	5	1	2	-1	1	2

Continued.
molecule	Keap1-Nrf2 PPI	PvdQ acylase	LANA DNA inh	DAGLB inhibitor	PKA-R2B act	SR-BI DiI inh	NSD2 inh	SR-BI DiI-HDL act	Arr AP2 block	Cardiac RTF inh
O=C(c1cccc(F)c1)N1CCN(C(=O)c2cc(-c3ccc(Cl)cc3Cl)on2)CC1	1	2	1.7	-2	-2	37	-2	-37	-5	1
COC(=O)C(Cc1ccccc1)N1CCS(=O)(=O)CC1 (stereo not drawn)	1	8	1.5	2	0	-17	-1	17	14	9
Cc1ccc(S(=O)(=O)Nc2cccc(C(=O)NCCCN3CCOCC3)c2)cc1F	-6	4	-1.3	0	-7	-4	4	4	-12	-19
Cc1ccc(NC(=O)c2ccccc2OCC(=O)c2ccc(F)cc2)cc1	4	-2	1.0	-6	5	38	.	-38	27	-16
O=C(O)CCCCCNc1ncnc2ccc(Br)cc12	1	4	2.0	-6	7	-5	-2	5	-5	3
O=C(Nc1ccccc1O)c1cc(S(=O)(=O)N2CCOCC2)ccc1Cl	0	1	1.6	-4	11	-6	.	6	27	-4
CCC(=O)N(C(=O)CC)N1CCN(c2ccncc2S(=O)(=O)N2CCCCC2)CC1	3	-5	-0.8	-1	-9	-7	0	7	4	-1
COc1ccc(-c2nnc(SCc3ccc(C(=O)O)cc3)n2N)cc1	1	-12	-0.2	-2	7	.	1	.	-6	-15
CC1CCCC(C)N1/N=C/c1ccc(O)cc1 (stereo not drawn)	1	-8	-0.6	-1	18	0	1	0	4	-2
CC(C)Cc1nnc(NC(=O)CSc2nc(O)c(-c3ccccc3)c(=O)[nH]2)s1	-6	17	-1.1	0	-12	-11	0	11	27	-7
O=C(C1CCCC1)N1CCC(CC2CC(c3ccc(Cl)cc3)=NO2)(C(=O)NCC2CCCCC2)CC1 (stereo not drawn)	-5	-8	-0.3	2	4	-5	.	5	-7	-9

Compound activity as filed in PubChem.
